Screens from PubChem BioAssay.
DNMT1 inh = inhibitors of human DNMT1; inhibition (reported as % activation of signal), % at 10 µM; DNMT1 molecular beacon, Hinp1I cleavage, fluorescence; P26358; hit rate 0.83% among 360,000; in the data active = inhibition above about 50%
SUMO1-SIM PPI = alters human SUMO1 binding to SIM partners | SUMO1 binding to a labelled peptide, TR-FRET, 1 h | inhibition, % at 20 µM | P63165 | hit rate 0.33% among 360,000; in the data active = inhibition above about 37%
NadD inh = inhibitors of Staphylococcus aureus NadD; AID 602399; inhibition, % at 20 µM; hit rate 0.78% among 360,000; purified NadD enzyme, colorimetric absorbance read-out; in the data active = inhibition above about 26%; also: some compounds past the cut are filed as inactive
Rpn11 inh = Rpn11 (human) deubiquitinase inhibition; O00487; human 26S proteasome, Ub4-pepOG fluorescence polarization; 20S core pre-blocked with epoxomicin; calls only at 20 µM; hit rate 0.59% among 360,000;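 active = inhibition at 20 µM, scaled to each plate's controls, above about 33%, limit read from the data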
Neddylation inh = inhibitors of human cullin neddylation; P61081+Q13564; TR-FRET cullin neddylation, biochemical; calls only at 25 µM; hit rate 0.58% among 360,000; in the data active = inhibition above about 36%
CSN inh = inhibitors of human CSN-mediated cullin deneddylation | inhibition, % at 12.5 µM | hit rate 0.38% among 360,000 | Q92905 | Purified CSN, SCF-Nedd8-OG deneddylation, fluorescence polarization;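 active = pattern-corrected inhibition above about 35%, with an unprinted fluorescence ratio check between 0.5 and 1.5, limit read from the data, passing the limit was not always enough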;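 also: 0% = enzyme with substrate and 100% = substrate without enzyme; some results filed as inactive read as strong as hits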
Target sequence (Q92905 whole entry, looked up, one chain of several): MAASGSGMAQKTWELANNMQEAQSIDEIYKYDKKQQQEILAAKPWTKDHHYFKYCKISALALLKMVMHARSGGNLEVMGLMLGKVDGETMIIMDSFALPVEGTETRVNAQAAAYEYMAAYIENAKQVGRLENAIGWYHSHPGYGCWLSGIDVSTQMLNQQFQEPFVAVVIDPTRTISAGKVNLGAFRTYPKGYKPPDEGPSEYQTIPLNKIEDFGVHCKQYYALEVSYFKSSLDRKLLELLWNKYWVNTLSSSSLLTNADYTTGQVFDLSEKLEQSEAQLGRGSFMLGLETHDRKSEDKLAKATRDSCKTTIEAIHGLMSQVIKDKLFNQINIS
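Test system: Human Csn5 produced in HEK293T cells | Compound: 12.5 µM single point | Times: 90 min, room temperature | Signal: Fluorescence polarization readout | Read-out basis: % inhibition of substrate cleavage by Csn5 | Controls: no-enzyme wells high, enzyme-with-substrate wells low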
Scp1 inh = inhibitors of human Scp-1 phosphatase; inhibition, % at 20 µM; hit rate 0.88% among 340,000; Recombinant Scp1, phosphopeptide, malachite green phosphate absorbance; AID 493091; Q9GZU7;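 active = inhibition above about 50% at 20 µM, limit read from the data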;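 also: plate controls were DMSO wells with enzyme for no effect and wells lacking enzyme for full effect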
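Material: truncated SCP-1 phosphatase (76-261aa) / Buffer or medium: 50 mM Tris acetate pH 5.5, 0.005% Tween-20, 10 mM MgCl2 / Compound dosing: one concentration, 20 µM, with 1.0% DMSO / Incubation: 45 min room-temperature reaction, 5 min colour, 30 min stabiliser / Detection: colorimetric free-phosphate detection, absorbance 630 nm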
Rin1 Abl inh = blocks binding of human Rin1 to Abl. P00519+Q13671. TR-FRET Rin1/Abl binding, biochemical. inhibition, % at 7.35 µM. hit rate 0.4% among 360,000. AID 588664; in the data active = inhibition above about 5%, passing the limit was not always enough
STEP inh = inhibitors of human striatal-enriched phosphatase STEP | hit rate 0.25% among 360,000 | P54829 | recombinant STEP, OMFP fluorogenic substrate, fluorescence | AID 588621 | inhibition, % at 20 µM;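 active = inhibition at 20 µM, scaled per plate between control wells, above about 37%, limit read from the data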;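 also: 0% = DMSO with enzyme and substrate and 100% = substrate only without enzyme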
Target sequence (P54829 whole entry, looked up): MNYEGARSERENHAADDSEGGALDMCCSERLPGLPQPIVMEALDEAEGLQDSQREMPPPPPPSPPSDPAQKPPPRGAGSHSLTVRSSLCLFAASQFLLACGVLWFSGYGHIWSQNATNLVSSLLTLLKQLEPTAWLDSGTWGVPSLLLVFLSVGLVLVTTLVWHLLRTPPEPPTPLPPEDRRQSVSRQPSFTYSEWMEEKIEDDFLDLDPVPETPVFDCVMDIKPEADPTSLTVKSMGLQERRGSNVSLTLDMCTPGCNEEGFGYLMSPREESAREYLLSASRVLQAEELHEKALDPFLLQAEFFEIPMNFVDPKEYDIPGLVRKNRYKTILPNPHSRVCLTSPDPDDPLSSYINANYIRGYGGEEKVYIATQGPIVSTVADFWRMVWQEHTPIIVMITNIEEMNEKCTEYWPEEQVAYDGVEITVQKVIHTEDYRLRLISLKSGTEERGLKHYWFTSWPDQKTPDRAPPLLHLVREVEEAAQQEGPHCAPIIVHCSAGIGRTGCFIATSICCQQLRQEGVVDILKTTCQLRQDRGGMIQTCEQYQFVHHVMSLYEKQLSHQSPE
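System: isolated STEP enzyme; schedule: 20 min enzyme reaction at room temperature, protected from light; medium: Bis-Tris buffer pH 6.0, 2.5 mM DTT, 0.005% Tween 20; signal: fluorescence, 480/540 nm; dosing: single compound dose of 20 µM, 1% DMSO final; also added: OMFP substrate, 25 µM final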
LMPTP inh = LMPTP (human) inhibition; P24666; AID 651560; recombinant LMPTP-A, OMFP fluorogenic substrate, fluorescence intensity; inhibition, % at 20 µM; hit rate 0.22% among 360,000;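 active = compounds that cut the enzyme signal by at least half of the control window in the single-dose screen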;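 also: plate controls were DMSO wells with enzyme plus substrate for no effect and substrate without enzyme for full effect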
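Assay system: LMPTP-A phosphatase enzyme | Input: 0.625 nM enzyme | Also added: Fluorogenic phosphatase substrate OMFP at 400 µM final | Compound dosing: One test concentration per compound, 20 µM, with 3% DMSO overall | Schedule: 50 min enzyme reaction at room temperature, protected from light | Signal: Fluorescence intensity | Benchmarks: no-enzyme and uninhibited controls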
Numbers without * were called inactive; i = inactive; · = not tested or not shown; + = active, no number. The order is random; 3.8% or so of the library scored in one or more.

Every second line gives: DNMT1 inh	SUMO1-SIM PPI	NadD inh	Rpn11 inh	Neddylation inh	CSN inh	Scp1 inh	Rin1 Abl inh	STEP inh	LMPTP inh
> CCC1=Nc2cc(C(=O)NCCCOC)ccc2Sc2ccccc21
 : -10	-3	7	i	i	-5	-2	-5	0	1.7
> CC(C)C(NC(=O)CCNC(=O)c1ccc(C(C)(C)C)cc1)c1nc2ccccc2[nH]1 (stereo not given)
 : -2	-1	-2	i	i	1	-2	2	0	-0.4
> O=C(NC1CC1)c1ccc2sc([C@@H]3O[C@H](CO)[C@H](O)[C@H](O)[C@H]3O)nc2c1
 : 6	-3	2	i	i	-9	·	2	0	-2.2
> Clc1nccnc1N/N=C/c1ccc(Br)cc1
 : 6	-9	0	i	i	4	-1	1	-2	0.5
> O=C(NC1CCCCC1)C1CCCN(S(=O)(=O)c2ccc(F)cc2)C1 (stereo not given)
 : -2	-3	8	i	i	2	8	-1	0	-0.4
> O=C(CCNS(=O)(=O)c1cccc2nsnc12)NCc1ccc(F)cc1
 : 1	-23	-2	i	i	-14	9	3	-3	0.3
> NC(=O)COC(=O)C12CC3CC(CC(O)(C3)C1)C2
 : 1	2	-3	i	i	-1	-9	2	3	-0.8
> CN(CC(=O)Nc1ccccc1Cl)CC(=O)N1CCc2ccccc21
 : -3	8	-4	i	i	3	0	2	4	0.3
> C#Cc1ccc([C@@H]2C=C(C(=O)N3CCOCC3)O[C@H](OCc3ccc(CO)cc3)C2)cc1
 : -9	-1	-6	i	i	-2	-11	1	1	-1.1
> Nc1cc(OC(=O)c2ccco2)nn1S(=O)(=O)c1ccc(F)cc1
 : -5	-5	-3	i	i	4	5	0	2	-2.2
> COc1ccccc1Oc1cc(-n2nc(C)cc2C)ncn1
 : 0	-4	-9	i	i	-3	-13	-1	-4	0.0
> COc1ccc(CCN2C(=O)CC(NC34CC5CC(CC(C5)C3)C4)C2=O)cc1OC (stereo not given)
 : -1	0	-1	i	i	-8	0	-1	2	-0.2
> O=C1C2=C(SCCS2)C(=O)N1c1ccccc1
 : 12	-1	-5	i	i	-2	9	-3	-2	-0.8
> CSc1ccccc1NC(=O)N1CCCC(C(=O)c2ccc3c(c2)OCO3)C1 (stereo not given)
 : 1	-3	-6	i	i	2	-12	-1	-4	-0.2
> CC(C)(C)c1nnc(NS(=O)(=O)c2cc(Cl)ccc2Cl)s1
 : -1	8	0	i	i	-2	4	-2	3	-1.1
> Cc1ccc(S(=O)(=O)NCC(=O)NCC(=O)NCCc2ccc(Cl)cc2)cc1C
 : 2	-3	-1	i	i	-3	·	-3	1	-1.1
> CCS(=O)(=O)Nc1ccc(-c2nnc(SCC(=O)OC)o2)cc1
 : -1	-1	-6	i	i	-2	-13	1	0	-0.6
> NS(=O)(=O)c1ccc(CCNC(=O)COc2ccc3c4c(c(=O)oc3c2)CCC4)cc1
 : 6	0	-4	i	i	2	0	-2	-6	-0.8
> COc1cccc(C2CC(=O)NC3=C2C(=O)CCC3)c1 (stereo not given)
 : 5	2	7	i	i	-3	-6	0	-1	-0.6
> Cc1ccc2nc3c(c(Nc4ccc5c(c4)OCCO5)c2c1)CCC3
 : -4	-4	-4	i	i	-6	6	-5	-1	11
> CC1=NN(C(=O)COc2cc(C)ccc2C(C)C)C(O)(c2ccccc2)C1 (stereo not given)
 : -2	0	-3	i	i	1	-10	-1	0	0.2
> Cc1ncc(CO)c(/C=N/Nc2ccc(C(F)(F)F)cn2)c1O
 : -3	-19	-1	i	i	0	-12	-3	-5	5.2
> COc1ccc(Nc2c3c(c(C#N)c4nc5ccccc5n24)CCC3)cc1
 : 10	-4	10	i	i	2	11	-2	0	0.6
> Cn1cccc1C(=O)OCC(=O)N1CC(=O)Nc2ccccc21
 : 5	0	-4	i	i	1	2	-3	-2	-1.2
> O=C(NNC(=O)C1CC(c2cccs2)=NO1)NC1CCCCC1 (stereo not given)
 : -1	-7	-2	i	i	2	-6	2	2	-0.3
> COc1cccc(/C=N/NC(=O)c2ccc([N+](=O)[O-])cc2Cl)c1O
 : -4	-19	1	i	i	-2	-5	-3	0	-1.0
> N#CC1=C(N)C2=CCCC[C@H]2[C@H](c2ccc(Br)cc2)C1(C#N)C#N
 : -13	-9	6	i	i	6	-3	0	0	-0.3
> COc1ccc(S(=O)(=O)NCC(c2cccnc2)N2CCN(c3ccccc3OC)CC2)cc1C (stereo not given)
 : -3	-5	9	i	i	6	-9	-2	-7	-0.8
> COc1cccc(NC(=O)C2CC(=O)N(C)C(=Nc3cccc(F)c3)S2)c1 (stereo not given)
 : 5	2	-4	i	i	3	0	0	-4	0.3
> O=S1(=O)CCO[C@H]2Cc3ccccc3[C@H]2N1Cc1ccccc1
 : -2	-1	-15	i	i	-5	1	4	0	-1.8
> Cc1noc(C)c1CSCC(=O)Nc1ccc(S(=O)(=O)C(F)F)cc1
 : 2	3	3	i	i	3	-5	2	-1	-1.2
> COc1cccc(C(=O)NCC(c2ccc3c(c2)OCO3)N2CCN(c3ccc(F)cc3)CC2)c1 (stereo not given)
 : -4	7	4	i	i	6	0	-3	-3	1.5
> Cc1cccc(N=Nc2c(C)[nH]n(-c3ccccc3)c2=O)c1
 : -4	-8	2	i	i	-3	-5	6	2	2.7
> CCOC(=O)/C=c1/s/c(=C/c2ccccc2OC)c(=O)n1CC(=O)N1CCOCC1
 : -2	-33	-3	i	i	2	-16	-3	4	-0.5
> CC1(C(=O)NNC(=S)NCC2CCCO2)CC1(Cl)Cl (stereo not given)
 : 0	6	-1	i	i	-1	-9	1	-2	-0.4
> O=C(NC(=S)Nc1ccc2nc[nH]c2c1)c1ccccc1
 : 0	6	-5	i	i	6	-7	-5	3	-0.8
> O=C1ON=C(c2ccccc2)/C1=C/c1ccc(-c2ccccc2[N+](=O)[O-])o1
 : 23	23	30	i	i	6	-1	-4	-1	2.2
> Cc1nn(-c2ccccc2)c(C)c1/C=N/NC(=O)CSc1nc2ccccc2c(=O)n1-c1ccccc1
 : -1	-9	30*	i	i	-5	0	-2	0	3.6
> CCOC(=O)c1ccc(NCn2c(=O)oc3ccccc32)cc1
 : -9	3	-6	·	i	28	-7	-1	-7	0.0
> O=C(Nc1ccc(Cl)cc1Cl)c1ccc(-c2ccccc2)cc1
 : 3	0	4	i	i	3	0	4	3	-0.2
> Cc1cc(Cl)ccc1C(=O)C1CCCN(C(=O)c2cncs2)C1 (stereo not given)
 : 0	0	3	i	i	-3	-3	5	7	-0.4
> CCOC(=O)c1sc(NN=C(C(=O)OC)C(=O)OC)c(C(=O)OCC)c1C
 : -2	-3	-7	+	i	-10	-4	0	-2	-0.1
> CCN(CC)C(=O)c1sc2nc(N3CCOCC3)c3c(c2c1N)CCCC3
 : -6	-6	5	i	i	2	-7	-1	3	-0.9
> C=CCn1c(SCC(=O)N2CCOCC2)nc2sc(CC)cc2c1=O
 : 3	-4	-8	i	i	-3	-2	1	1	0.3
> O=C(/C=C/c1ccc2c(c1)S(=O)(=O)N(Cc1ccccc1)[C@H]2CC(=O)N1CCOCC1)N1CCOCC1
 : 12	1	3	i	i	-1	2	3	2	0.3
> O=C(Nc1ccccc1C(=O)NCc1ccccc1)C1=CSCCO1
 : 2	2	-2	i	i	-6	-9	-1	0	0.8
> C#CCOCCOCCOCCNc1nc(N2CCN(C(=O)[C@H](C)n3cc(CCCN=C(N)N)nn3)CC2)nc(N2CCN(C(=O)[C@H](C)n3cc(CCCN=C(N)N)nn3)CC2)n1
 : -24	-60	-3	i	i	12	-11	4	2	22
> CC1(C)Cc2c(C#N)c(N3CCN(C(=O)c4ccccc4Cl)CC3)nc(-c3ccco3)c2CS1
 : 20	7	34*	i	i	18	-8	0	3	2.8
> COc1ccc(C(C)NC(=O)C2CCCC2)cc1 (stereo not given)
 : 2	1	-10	i	i	0	-3	-2	1	-0.8
> C=CCOc1cccc(C2C(C(=O)c3ccco3)=C(O)C(=O)N2CCN2CCOCC2)c1 (stereo not given)
 : -2	-4	1	i	i	9	-9	-2	4	-1.6
> Cc1onc(-c2ccccc2Cl)c1C(=O)NCCn1ccc2ccccc21
 : -12	-2	-9	i	i	-11	-7	1	-1	0.0
> COC(=O)c1cn(NC(=O)/C=C/c2ccc(OC)c(OC)c2)c(=O)c2ccccc12
 : -2	-3	-4	i	i	-2	-5	-1	2	-0.7
> CCNC(=O)c1sc2cc(C)ccc2c1Cl
 : 3	-3	0	i	i	1	-5	-1	1	0.3
> O=C(c1cccc(S(=O)(=O)N2CCCCC2)c1)N1CCCCC1
 : 1	-3	1	i	i	-4	-2	-2	-3	-1.2
> O=C(NCC1CC1)Nc1ccccc1
 : -3	4	1	i	i	2	-8	-1	-3	1.1
> CCN(CC)c1ccc(/C=N/n2c(-c3ccccc3Br)n[nH]c2=S)cc1
 : -7	-6	22	i	i	-2	-3	-2	1	6.5
> COc1cc(SC)ccc1C(=O)Nc1nc2ccccc2[nH]1
 : -2	-10	7	i	·	1	-10	1	2	-0.2

Ordered by value in Scp1 inh (rising): three of the compounds above
structure	Scp1 inh
COc1cc(SC)ccc1C(=O)Nc1nc2ccccc2[nH]1	-10
COc1ccc(S(=O)(=O)NCC(c2cccnc2)N2CCN(c3ccccc3OC)CC2)cc1C (stereo not given)	-9
CCOC(=O)c1ccc(NCn2c(=O)oc3ccccc32)cc1	-7
